High-throughput results: PubChem BioAssay, several laboratories
Fluor 339 460: intrinsic fluorescence of library compounds, ex339/em460 – biochemical, MLSMR library, data from DPM-DC assay, artefact control, profiling panel. compound autofluorescence, ex339/em460 nm, NADH buffer; stronger effect = higher value; 1 = no-compound wells, NADH background. fluorescence fold increase at 10 µM. 5.5% of 65,000 active. AID 709;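 active = at 10 µM, mean starting fluorescence two-fold or more over control wells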;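 also: signal is the first read of a kinetic run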
SF-1 act: activators of human nuclear receptor SF-1. Q13285. CHO-K1 Gal4-SF-1 LBD luciferase reporter; % increase over DMSO SF-1-specific signal. activation, % at 10 µM. 1.9% of 65,000 active. AID 522;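 active = activation above the mean activation of all tested compounds plus 3 SD, cut at about 50% in these data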
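Assay system: CHO-K1 cells co-transfected with Gal4 DBD–human SF-1 LBD, 5xGal4 luciferase reporter / Input: 4,000 cells per well / Incubation: 20 h compound exposure at 37 °C after 1 h cell settling / Detection: SteadyLite luciferase luminescence / Control set: DMSO negative control and −SF1 background wells / Replication: one test per compound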
NADH enzymes: inhibitors of enzymes used to reach an NAD/NADH endpoint; coupled PK/LDH NADH assays, four targets; IC50, µM (top dose mostly 10 µM), without a hit: top-dose inhibition; 0.02% of 65,000 active; AID 774;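 active = single-dose screening hits from any of four coupled enzyme assays that gave an IC50 when retested across doses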;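 also: the DPM-DC format reads NADH fluorescence rather than 340 nm absorbance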
Ecoli tolC: E. coli tolC mutant growth inhibition. E. coli BW25113 tolC mutant growth, OD615. growth inhibition, % at 10 µM (by protocol). 2.2% of 65,000 active. AID 573;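 active = growth inhibition at or above a cutoff equal to the mean over every tested compound plus 3 SD, cut at about 60% in these data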;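 also: growth measured after 20 h incubation at 37 °C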
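test system = E. coli BW25113 ΔtolC::kan bacteria | medium = LB with kanamycin 50 µg/mL | signal = OD at 615 nm | schedule = 37 °C, 20 h exposure | evaluation = % inhibition of E. coli growth | compound dosing = one dose of 10 µM final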
M1 ag: agonists of M1 muscarinic receptor. B-score at 10 µM. AID 626. 3% of 64,000 active. CHO-M1 cells, Fluo-4 calcium fluorescence, agonist mode; stronger effect = higher value;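 active = fluorescence rise, raw or as B-score row- and column-corrected plate score, outside the 99.7% band of its plate's samples, either direction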
TNAP act DEA: activators of human TNAP at intermediate phosphate acceptor. AID 813. P05186. 64,000 tested, under 10 active. activation factor at 20 µM. purified TNAP, CDP-star luminescence, 100 mM DEA, 30 min; stronger effect = higher value; scale: 0 levamisole-inhibited, 1 vehicle-only enzyme;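 active = activation factor of at least 2 at 20 µM, relative to controls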
E coli RNAP: inhibitors of Escherichia coli RNA polymerase; P0A8V2; E. coli RNA polymerase, fluorescence transcription assay; inhibition, %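 (tested at 10 µM)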; 0.2% of 62,000 active; AID 559; in the data active = inhibition above about 20%;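 also: 0% = enzyme without compound and 100% = no enzyme blank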
RORa activator: RORA (human) activation. P35398. CHO-K1 Gal4-RORA LBD luciferase reporter, luminescence; percent increase over mock-subtracted basal signal. activation, % at 10 µM. 1.5% of 65,000 active;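 active = activation above the mean of all tested compounds plus 3 SD, cut at about 49% in these data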;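 also: 0% = DMSO-treated RORA cells and 100% = added signal equal to DMSO minus mock-transfected cells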
M1 antagonist: blocks the rat M1 muscarinic receptor response to acetylcholine | P08482 | CHO-M1 cells, Fluo-4 calcium, ACh EC80 antagonist mode; stronger effect = lower value | B-score at 10 µM | 3.4% of 64,000 active;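 active = calcium fluorescence response, raw or row-and-column corrected B-score, differing from the plate sample mean either way at a set confidence level, mostly lower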
* marks the source's active call; other numbers are inactive results; nt = not tested or not shown; [ ] = remark or other dose. Hits appear at their usual frequency. About 15% of those tested had a hit in this group.

Values run as follows: M1 antagonist	Ecoli tolC	RORa activator	M1 ag	Fluor 339 460	TNAP act DEA	SF-1 act	E coli RNAP	NADH enzymes
> CCCS(=O)(=O)N1CCN(Cc2ccco2)CC1
  -0.382	-9.7	11.4	0.931	1.07	0.9	4.5	-3.2	14.0%
> Cc1nnc(SCc2ccccc2C#N)n1-c1ccccc1
  -0.358	3.9	-21.6	0.291	1.11	0.9	-9.6	11.9	7.0%
> CCCCCOC(=O)c1cc(=O)[nH]c2ccccc12
  -0.585	18.7	22.0	0.742	2*	0.9	-9.4	2.5	9.0%
> CC(=O)Nc1cccc2c1OCCO2
  -0.538	-17.2	2.4	0.000553	0.98	0.9	-9.5	5.0	8.0%
> O=C(NCCc1ccco1)c1nn(Cc2ccccc2)c(=O)c2ccccc12
  0.559	-2.4	-17.0	0.305	1	nt	2.3	10.5	4.0%
> COc1ccc(CC(=O)NCc2ccccc2Cl)cc1S(=O)(=O)N1CCOCC1
  0.485	-11.0	-20.0	0.467	1.05	1	-12.9	-2.4	4.0%
> O=C(CSc1nccc(=O)[nH]1)Nc1ccc(F)c(Cl)c1
  -1.25	9.5	0.7	-0.0227	1.1	0.8	7.8	4.6	8.0%
> COc1cc(OC)c(C2N(c3ccc(Cl)cc3)C(=O)C3CCCN32)cc1OC (stereo not drawn)
  1.07	-13.0	-10.0	-0.25	1.13	0.9	8.1	6.0	5.0%
> Cc1cc(SCCC(=O)O)nc2ccccc12
  -0.2	4.2	-11.4	0.237	1.1	0.9	6.6	10.0	1.0%
> CCCCCC(=O)Nc1ccc2oc(-c3cncc(Br)c3)nc2c1
  0.073	-6.3	19.6	-0.664	2.53*	0.9	44.3	1.4	15.0%
> CCOC(=O)C1=C(c2ccccc2)NC(SCC(=O)Nc2cccc(C)c2)=C(C#N)C1c1ccco1 (stereo not drawn)
  1.17	27.6	-4.6	1.28	1.23	0.9	-14.8	3.0	2.0%
> CCOC(=O)c1cccc(NC(=O)CCNS(=O)(=O)c2ccc3c(c2)CCN3C(=O)CC)c1
  0.243	-6.5	1.7	-0.441	1.15	0.9	9.7	5.6	3.0%
> CCOc1ccc(CCNC(=O)C(C)n2nc(C)n3c(cc4occc43)c2=O)cc1OCC (stereo not drawn)
  -1.13	2.9	-8.8	-0.96	1.01	1	5.6	4.4	6.0%
> CCc1nnc2n1N=C(c1ccc(-c3ccc(Cl)cc3Cl)o1)CS2
  -0.0518	-21.9	-16.5	0.632	1.08	0.9	-15.0	6.3	3.0%
> CC1=NC(Nc2nc(C)c3ccccc3n2)=NC(C)(C)C1
  -9.63*	32.2	-10.1	-0.174	1.06	1	-22.2	7.8	2.0%
> COc1ccccc1NC(=O)CN(C)S(=O)(=O)c1ccc(F)cc1
  0.461	-1.9	-10.3	-0.943	1.09	1	5.1	3.3	2.0%
> COc1cc2nc(NCC3CCCO3)n3nc(-c4cccnc4)nc3c2cc1OC (stereo not drawn)
  -3.89*	16.2	8.7	2.86*	1.22	1	3.4	-6.6	1.0%
> COC(=O)c1ccccc1NC(=O)C1CC(=O)N(c2ccccc2)C1 (stereo not drawn)
  0.301	5.4	-7.8	0.0617	0.99	0.9	7.0	9.8	2.0%
> CCOC(=O)c1[nH]c2ccc(OC)cc2c1NC(=O)CCN1CCC(C)CC1
  -1.54*	-5.9	-8.9	0.256	2.46*	0.8	-11.0	3.3	1.0%[fluoresces]
> Cn1c(=O)c2ccccc2n(Cc2ccccc2F)c1=O
  -0.0159	4.6	-1.7	-1.58	1.1	0.9	-8.9	2.7	2.0%
> Oc1ccccc1C1=Nc2ncnn2C(c2ccccc2)C1 (stereo not drawn)
  0.0125	-2.7	16.2	0.671	1.09	1.1	9.8	8.6	3.0%
> COc1ccc(C2CC(c3cccc(Cl)c3)n3nc(N)nc3N2)cc1 (stereo not drawn)
  0.0473	4.0	-6.6	0.921	1.15	1	10.3	5.2	4.0%
> CC1CN(S(=O)(=O)c2ccc(NC(=O)CCN3C(=O)c4ccccc4C3=O)cc2)CC(C)O1 (stereo not drawn)
  0.711	-2.9	-4.2	0.0241	1.07	1	11.4	-1.1	5.0%
> Cc1cc(C)cc(OCc2nnc(SCC(=O)OC3CCCCC3)o2)c1
  0.407	-3.2	15.1	0.584	1.1	0.9	14.2	-4.5	4.0%
> O=S(=O)(c1cccc(-c2csc(-c3ccccc3)n2)c1)N1CCOCC1
  -0.0709	4.8	-16.2	0.994	1.16	0.9	-11.9	0.9	1.0%
> Nc1ccnc(C(F)(F)F)c1C(=O)c1ccccc1
  -0.0506	-17.2	-1.2	-1.23	1.08	0.9	5.2	4.7	4.0%
> COc1ccc(S(=O)(=O)N2CC(C)N(S(=O)(=O)c3ccc(OC)cc3)CC2C)cc1 (stereo not drawn)
  0.19	0.3	-9.8	1.24	1.24	1	5.0	4.7	4.0%
> CC(=O)C(Sc1nc(NC(C)(C)C)nc(N(C)C)n1)C(C)=O
  -0.252	-8.9	16.0	-0.353	1.14	1	24.0	7.2	4.0%
> CCOc1ccc(NC(=O)CCS(=O)(=O)c2cccc3nsnc23)cc1
  -0.887	6.0	-10.8	0	1.08	0.9	0.5	-2.6	3.0%
> CCCCNC(=O)c1cc2c(=O)n3cccc(C)c3nc2n(CCN2CCOCC2)c1=N
  nt	7.0	11.2	nt	3.77*	0.9	-8.8	-39.5	3.0%[fluoresces]

Next section, overlapping the part above by 3 compounds.
Values run as follows: M1 antagonist	Ecoli tolC	RORa activator	M1 ag	Fluor 339 460	TNAP act DEA	SF-1 act	E coli RNAP	NADH enzymes
> CC(=O)C(Sc1nc(NC(C)(C)C)nc(N(C)C)n1)C(C)=O
  -0.252	-8.9	16.0	-0.353	1.14	1	24.0	7.2	4.0%
> CCOc1ccc(NC(=O)CCS(=O)(=O)c2cccc3nsnc23)cc1
  -0.887	6.0	-10.8	0	1.08	0.9	0.5	-2.6	3.0%
> CCCCNC(=O)c1cc2c(=O)n3cccc(C)c3nc2n(CCN2CCOCC2)c1=N
  nt	7.0	11.2	nt	3.77*	0.9	-8.8	-39.5	3.0%[fluoresces]
> CC(=O)Nc1ccc(NC(=O)c2cccc(C(=O)OC(C)C)n2)cc1
  -0.0305	0.5	-4.7	0.672	1.03	1	15.0	4.5	8.0%
> O=C(CC1SC(=Nc2ccccc2)N(CCCO)C1=O)Nc1ccc(Cl)cc1 (stereo not drawn)
  -0.887	-4.9	13.3	4.44*	1.1	0.9	11.7	1.7	2.0%
> CC(=O)N[C@H]1C[C@@H]1c1ccccc1
  0.282	10.4	1.6	0.0543	1.06	1.4	0.6	6.7	4.0%
> CC(C)N(Cc1nnc(-c2ccccc2Cl)o1)C(=O)c1cccc(C#N)c1
  1.21	-0.2	-3.8	-0.00985	1.07	0.9	10.0	-1.3	7.0%
> CCOC(=O)c1cc2occc2n1CC(=O)NC1CCC(C)CC1 (stereo not drawn)
  -0.141	-1.1	8.2	0.742	1.03	0.9	-7.5	5.8	7.0%
> O=C(O)CCCCCNc1nc(=S)[nH]c2ccccc12
  0.0963	-4.4	-16.5	-0.00416	1.01	0.9	-0.6	10.4	4.0%
> COC(=O)Cc1c(C)nc2nc(-c3cccnc3)[nH]n2c1=O
  -0.222	-21.6	-12.6	0.079	1.09	0.9	2.5	11.9	4.0%
> O=C(O)c1ccc(OCCn2ccnc2)cc1
  0.326	3.5	-9.1	0.335	1.08	0.9	-7.4	nt	3.0%
> CCC(C)NC(=O)C1CC(c2cccc(OC)c2)=NO1 (stereo not drawn)
  -0.00535	-8.1	-9.0	-1.69	1.06	1	2.1	5.1	3.0%
> CC(=O)c1coc2ccc(OCCN3CCCCC3)cc12
  -0.48	-17.3	-14.3	0.0893	1.1	0.9	-4.6	4.0	4.0%
> O=C(NCC1COc2ccccc2O1)c1cn(Cc2ccc(F)cc2)nn1 (stereo not drawn)
  -1.09	16.4	15.7	-0.308	1.04	0.9	10.7	8.6	2.0%
> COc1ccccc1NC(=O)CSc1nnc(-c2ccc(NC(C)=O)cc2)n1C
  0.354	1.8	14.0	0.0274	1.1	0.9	9.7	13.4	5.0%
> O=C(CN1C(=O)c2ccccc2C1=O)Nc1ccccc1F
  1.1	-0.3	-24.1	-0.0697	1.05	1	-1.1	1.9	2.0%
> Cc1cc(C)n(-c2nc3c(c(=O)n(Cc4ccc(Cl)c(Cl)c4)c(=O)n3C)n2C)n1
  0.0672	0.0	18.8	0.341	1.05	0.9	-1.4	5.4	1.0%
> CCc1nnc(NC=C2C(=O)OC(C)(C)OC2=O)s1
  -0.747	-28.4	10.2	-0.437	1.06	0.9	-4.7	6.1	7.0%
> O=S(=O)(Cc1ccc(Cl)cc1)N1CCN(Cc2ccccc2)CC1
  0.115	-8.3	-6.3	-0.693	1.15	0.9	-3.7	4.4	6.0%
> Cc1cccc(-c2nnc(-c3ccccc3)o2)c1
  -0.0769	0.0	45.5	-0.112	0.98	0.9	59.5*	2.2	6.0%
> Cc1cc(C(=O)OCn2nnc3ccccc3c2=O)c(C)n1-c1ccccc1
  -0.087	33.8	-8.9	-0.0265	1.12	0.9	7.8	4.4	6.0%
> O=C(CSc1nnc(-c2cccnc2)n1-c1ccccc1)Nc1ccccn1
  -0.0172	-22.8	-13.6	-0.347	1.04	1	15.2	3.2	5.0%
> O=C(CSc1nnc2ccccn12)c1ccc(OC(F)F)cc1OC(F)F
  0.88	8.3	13.6	-0.333	1.09	1	-3.6	3.4	6.0%
> O=C1C=C(NCC2CCCO2)CC(c2ccccc2)C1 (stereo not drawn)
  -0.88	-8.7	4.1	0.54	1.08	1	-5.7	-3.9	2.0%
> COc1cccc(OC)c1C(=O)Nc1nc2ccc(S(C)(=O)=O)cc2s1
  -0.678	2.2	-18.4	-0.535	1.15	0.8	-12.2	0.7	7.0%
> Cn1c(C(=O)Nc2ccc3c(c2)OCCO3)cc2c(=O)n(C)c3ccccc3c21
  -0.193	37.6	5.3	4.58*	1.18	0.9	-18.7	4.7	8.0%

Single values from the results shown.
SF-1 act result of O=C(O)c1ccc(OCCn2ccnc2)cc1 reads -7.4
RORa activator result of O=C(CN1C(=O)c2ccccc2C1=O)Nc1ccccc1F reads -24.1

Records listed so far shown as hits in M1 ag:
Structure,M1 antagonist,M1 ag,Fluor 339 460,TNAP act DEA,SF-1 act,E coli RNAP,NADH enzymes
COc1cc2nc(NCC3CCCO3)n3nc(-c4cccnc4)nc3c2cc1OC (stereo not drawn),-3.89*,2.86*,1.22,1,3.4,-6.6,1.0%
O=C(CC1SC(=Nc2ccccc2)N(CCCO)C1=O)Nc1ccc(Cl)cc1 (stereo not drawn),-0.887,4.44*,1.1,0.9,11.7,1.7,2.0%
Cn1c(C(=O)Nc2ccc3c(c2)OCCO3)cc2c(=O)n(C)c3ccccc3c21,-0.193,4.58*,1.18,0.9,-18.7,4.7,8.0%
